High-throughput results (PubChem)
MPTP block: inhibitors of mitochondrial permeability transition pore; inhibition, % at 10 µM; isolated mouse mitochondria, Ca2+ swelling absorbance, 30 min; 360,000 compounds, 1.4% hits;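 active means inhibition of 50% or more, scaled per plate between neutral and stimulator controls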;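 further: 0% = DMSO wells given calcium and 100% = 1 mM EGTA wells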
APOBEC3G inh: blocks human APOBEC3G single-stranded DNA deamination; inhibition, % at 20 µM; Q9HC16; recombinant A3G, ssDNA deamination FAM/TAMRA fluorescence; AID 493012; 330,000 compounds, 0.28% hits;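 active means inhibition of at least 40% at 20 µM, with no more than 30% in the related APOBEC3A deaminase screen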;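 further: plate controls were DMSO wells with A3G for no effect and wells lacking A3G enzyme for full effect; some compounds called inactive have numbers as strong as hits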
Target sequence (Q9HC16 whole entry, looked up): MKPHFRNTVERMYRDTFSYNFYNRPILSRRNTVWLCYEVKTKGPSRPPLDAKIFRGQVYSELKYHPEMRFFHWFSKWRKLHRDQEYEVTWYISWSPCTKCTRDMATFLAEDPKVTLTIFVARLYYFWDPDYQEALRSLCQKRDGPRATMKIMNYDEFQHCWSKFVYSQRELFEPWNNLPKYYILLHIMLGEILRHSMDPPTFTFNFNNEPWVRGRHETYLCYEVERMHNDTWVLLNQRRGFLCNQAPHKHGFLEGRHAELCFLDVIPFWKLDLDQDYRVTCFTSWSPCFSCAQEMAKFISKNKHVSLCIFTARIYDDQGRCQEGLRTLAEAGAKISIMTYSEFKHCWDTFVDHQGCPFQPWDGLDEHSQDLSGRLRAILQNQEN
Gli-Sufu antag: blocks Gli-Sufu signaling in a luciferase reporter; Sufu-KO-LIGHT fibroblasts, Gli luciferase reporter luminescence; 340,000 compounds, 0.74% hits; inhibition, % at 5 µM;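 active means inhibition above about 55%, limit read from the data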;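 further: 0% = DMSO-treated cells and 100% = wells with medium but no cells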
EBI2 antag: EBI2 (human) antagonism. P32249. EBI2 beta-arrestin recruitment, luminescence, 7a,25-OHC stimulated. inhibition, % at 5 µM. 360,000 compounds, 0.81% hits. AID 651636; in the data active means inhibition above about 38%;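 further: enzyme fragment complementation signal reports receptor beta-arrestin coupling in cells; 0% = agonist plus DMSO wells and 100% = wells without agonist; some results beyond the cut were filed as inactive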
Target sequence (P32249 whole entry, looked up, the tested form may be a part): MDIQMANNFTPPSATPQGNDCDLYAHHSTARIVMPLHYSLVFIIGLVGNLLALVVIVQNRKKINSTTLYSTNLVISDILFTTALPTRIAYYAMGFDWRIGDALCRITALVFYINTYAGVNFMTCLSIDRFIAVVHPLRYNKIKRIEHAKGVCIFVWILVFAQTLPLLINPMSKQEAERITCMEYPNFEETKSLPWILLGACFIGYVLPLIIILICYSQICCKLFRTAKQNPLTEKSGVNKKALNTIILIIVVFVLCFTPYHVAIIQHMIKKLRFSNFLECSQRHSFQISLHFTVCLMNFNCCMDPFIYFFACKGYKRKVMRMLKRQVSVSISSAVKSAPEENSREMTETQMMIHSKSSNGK
CCR6 antag: CCR6 (human) receptor antagonism. P51684. CHO-K1 CCR6 PathHunter beta-arrestin, luminescence, CCL20-stimulated. inhibition, % at 20 µM. 340,000 compounds, 0.49% hits. AID 493098;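 active means compounds whose inhibition of the agonist-driven luminescence signal at 20 µM reaches about 50%, limit read from the data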;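 further: cells stimulated with CCL20 at 14 nM final; plate controls were DMSO with CCL20 for no effect and DMSO without agonist for full effect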
CXCR6 block: blocks human CXCR6 beta-arrestin recruitment; O00574; CHO-K1 PathHunter CXCR6 beta-arrestin, luminescence; inhibition, % at 20 µM; 360,000 compounds, 0.36% hits; in the data active means inhibition above about 34%, passing the limit was not always enough;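 further: antagonist mode with CXCL16 agonist at 10 nM final; 0% = 10 nM CXCL16 with DMSO and 100% = unstimulated wells without agonist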
Target sequence (O00574 whole entry, looked up): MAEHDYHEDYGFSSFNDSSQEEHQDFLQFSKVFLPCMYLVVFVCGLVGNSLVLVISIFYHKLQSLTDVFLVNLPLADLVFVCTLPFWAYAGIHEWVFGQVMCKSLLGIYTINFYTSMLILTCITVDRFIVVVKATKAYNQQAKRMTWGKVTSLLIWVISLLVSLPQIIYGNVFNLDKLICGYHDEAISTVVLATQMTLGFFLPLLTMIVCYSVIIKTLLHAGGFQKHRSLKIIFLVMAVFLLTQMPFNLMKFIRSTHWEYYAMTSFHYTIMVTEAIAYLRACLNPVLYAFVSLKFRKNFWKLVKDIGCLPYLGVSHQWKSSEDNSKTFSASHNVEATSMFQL
GRIN3A LBD mod: modulates the human NR3A ligand-binding domain. NR3A LBD differential scanning fluorimetry, Tm shift; 0% = protein alone, 100% = glycine-bound protein. 340,000 compounds, 2.5% hits. Tm shift relative to glycine control, % at 25 µM;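 active means melting temperature shift of at least 10% of the positive control shift, at one fixed dose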
A3A deaminase: inhibitors of human APOBEC3A DNA deaminase. P31941. recombinant A3A, FAM/TAMRA ssDNA deamination fluorescence. inhibition, % at 20 µM. 330,000 compounds, 0.41% hits;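 active means at least 40% inhibition at 20 µM here, with at most 30% in a related deaminase screen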;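 further: plate controls were A3A with DMSO for no effect and wells lacking A3A enzyme for full effect; some results filed as inactive read as strong as hits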
* = called active by the depositor; · = no result given.

SMILES | MPTP block | APOBEC3G inh | Gli-Sufu antag | EBI2 antag | CCR6 antag | CXCR6 block | GRIN3A LBD mod | A3A deaminase
CC(C)(C)n1nc(C2CC2)cc1NC(=O)Nc1ccc(Cl)cc1 | 2.6 | -5.1 | 42.9 | -13.4 | 5.3 | 0.6 | 1.1 | -1.7
N#CN(CC(N)=O)c1nc(N2CCCCC2)nc(N2CCCCC2)n1 | -2.1 | -3.1 | 6.1 | -1.8 | -6.5 | -3.6 | 0.1 | -2.0
NC(=O)c1ccc(-n2nnnc2SCC(=O)Nc2ccccc2-c2ccccc2)cc1 | 2.4 | -7.9 | -8.2 | 9.5 | 2.8 | -16.9 | 0.1 | 1.3
COc1cc(C)c(S(=O)(=O)NCc2cccs2)cc1C | -1.8 | -6.9 | -7.8 | 0.6 | 9.8 | 2.4 | -0.6 | -3.5
C=CCN(C/C(=N\O)c1sc(C(=O)OCC)nc1C)c1cccc(Br)c1 | -2.1 | -0.7 | 2.8 | 17.6 | 6.8 | 4.2 | -13.5 | 4.3
O=C(CN1C(=O)C2CC=CCC2C1=O)Nc1nnc(SCc2ccc(Cl)cc2)s1 (centres undefined) | -3.6 | -2.6 | 0.7 | -22.0 | 6.5 | 5.0 | -11.3 | 1.9
Nc1cc(N)nc(SCC(=O)NNC(=O)c2ccc(Cl)cc2)n1 | -0.2 | 2.4 | -2.9 | 0.7 | 2.4 | 0.3 | -4.0 | 0.0
CN(Cc1ccc(C(C)(C)C)cc1)C(=O)C1CCN(C(=O)Nc2ccccc2)CC1 | 0.3 | -1.6 | 11.0 | 22.8 | 2.9 | -10.9 | · | 0.3
COc1ccccc1N1CCN(C(=O)C2CCCN(S(=O)(=O)c3ccc4c(c3)oc(=O)n4C)C2)CC1 (centres undefined) | 5.7 | -5.5 | -13.4 | -1.6 | -0.8 | -14.8 | -3.0 | -5.0
CCN(c1ccccc1)S(=O)(=O)c1ccc(Cl)c(NC(=O)CSc2nncs2)c1 | -0.8 | -10.1 | 5.2 | -8.7 | 30.7 | 9.8 | 2.0 | -2.2
COc1ccc(C(=O)Nc2ccccc2C(=O)N2CCOCC2)cc1Br | 0.7 | -6.1 | -4.8 | 1.9 | 8.7 | 5.4 | -0.4 | -0.7
CCOc1cc(/C=N/NC(=O)CNc2ccc(C)cc2)ccc1OC(=O)c1ccccc1 | 3.2 | -0.5 | -13.3 | -3.7 | 6.5 | -5.7 | -0.1 | 8.7
Cc1ccc(OCC(=O)NCCN2CCOCC2)cc1C | -0.2 | -4.8 | -49.6 | -6.0 | -0.4 | 2.1 | 0.8 | -0.3
O=C(CN1CCCC1)Nc1cc(C(F)(F)F)cc(C(F)(F)F)c1 | -1.1 | -4.5 | 2.2 | -0.2 | -16.6 | -16.5 | -1.9 | 0.0
Cc1cc(NC(=O)CSc2ccc(-c3ccc(Br)cc3)nn2)no1 | 2.3 | -4.7 | -14.9 | 3.9 | -12.2 | 0.3 | 6.1 | -2.4
Cc1cc(C(=O)Nc2cc(C)n(Cc3ccc(Cl)cc3)n2)no1 | -0.7 | -9.2 | 1.8 | 6.8 | -6.0 | 2.8 | 0.9 | -2.8
CCOC(=O)C1CCCN(C(=O)C2CCN(S(=O)(=O)c3c(C)noc3/C=C/c3ccccc3F)CC2)C1 (centres undefined) | 0.9 | -0.7 | -6.1 | 20.3 | 17.2 | 4.0 | -2.2 | 2.4
O=C(Cn1c2[n+](c3ccc(C(F)(F)F)cc31)CCCCC2)c1ccc2c(c1)OCCO2 | 1.0 | -12.0 | -4.2 | -12.1 | 15.1 | -3.5 | -1.8 | -0.8
Nc1cccc(N2C(=O)c3cccc4c(N)ccc(c34)C2=O)c1 | -0.8 | -23.8 | -5.7 | 3.0 | 12.6 | -5.4 | 10.3* | -8.7
CN1C(=O)C(=O)N(CC(=O)Nc2ccccc2OC(F)F)C1=O | -2.9 | -5.6 | 0.8 | -0.1 | 1.4 | 1.2 | -0.3 | -2.1
COCCN(C(=O)COC(=O)CSc1ccc2ccccc2c1)c1c(N)n(Cc2ccccc2)c(=O)[nH]c1=O | -0.3 | -6.8 | -0.2 | -6.5 | -1.9 | -10.8 | -0.5 | 2.7
O=C1N=c2ccccc2=C1c1[nH]c(=S)[nH]c1O | 0.6 | -3.7 | -5.6 | -12.9 | 10.2 | 8.0 | 2.4 | -0.6
CN1CCN(c2ccc(CNS(=O)(=O)Cc3cccc(C(F)(F)F)c3)cc2)CC1 | 83.8* | -6.4 | 38.0 | -2.0 | -4.3 | -5.3 | 0.8 | -2.9
O=C1NN(c2ccccc2)C(=O)/C1=C\c1ccc(-c2cc([N+](=O)[O-])ccc2O)o1 | 16.8 | 6.1 | -4.1 | 17.3 | 62.3* | 42.8* | 22.7* | 18.2
COc1ccc(-c2[nH]ncc2CN2CCCC2c2nonc2C)c(F)c1 (centres undefined) | 1.8 | -10.8 | -0.2 | -2.9 | 9.0 | 1.2 | 0.5 | -5.5
O=C(c1cc([N+](=O)[O-])ccc1Cl)N1CCN(c2ccccc2)CC1 | -16.9 | -3.8 | 5.1 | -11.4 | 9.3 | -3.6 | -0.7 | -1.3
CCOC(=O)/C=C1\SCC(=O)N1CC(=O)Nc1ccc(OC)c(OC)c1 | -0.9 | -4.9 | -1.6 | 1.5 | -5.7 | 0.2 | 5.6 | -2.6
COc1ccc([C@@H]2CC=C(C(=O)O)[C@H](c3ccc(Cl)cc3)N2S(=O)(=O)c2ccc(Cl)cc2)cc1 | 2.1 | -3.1 | -2.7 | -3.7 | 0.7 | 4.6 | -10.5 | 0.3
C/C(CC(=O)NC1CCCCC1)=N\NC(=O)c1ccccn1 | 0.3 | -6.5 | -8.2 | -9.0 | 8.3 | -0.1 | -2.5 | -0.8
Cc1cnc(C(=O)OCC(=O)Nc2cccc3ccccc23)cn1 | -1.2 | -2.2 | -6.4 | -9.4 | -0.5 | -4.0 | -1.2 | -0.3
Cc1noc(N)c1C(=O)Nc1ccc(F)c(Cl)c1 | -2.2 | -5.8 | -5.5 | 2.3 | -7.9 | -10.6 | 3.5 | 0.4
N=c1sccn1CC(=O)Nc1ccc(SC(F)F)cc1 | 0.3 | 0.4 | 2.3 | -10.7 | -9.0 | -1.3 | 0.4 | 1.2
Cc1cc(NC(=O)c2cccc(S(=O)(=O)N3CCCC3)c2)no1 | -1.3 | -1.5 | -0.1 | 3.7 | 11.2 | -2.3 | 1.1 | 4.4
Cc1cccn2c(=O)c(C=Nc3ccccc3)c(NCc3ccco3)nc12 | 0.9 | -3.0 | -22.7 | 3.6 | 10.6 | 4.4 | -1.2 | 0.7
CCOCCCNc1c2c(nc3cc(-c4ccc(F)cc4)nn13)CCC2 | 3.2 | -10.7 | 10.4 | 4.5 | -3.5 | 5.1 | 1.3 | -3.4
CCOC(=O)c1ncccc1NC(=O)CC(=O)Nc1cccnc1C(=O)OCC | 1.1 | -8.5 | -0.6 | -0.5 | 2.6 | -8.3 | 0.8 | 0.3
CC(C)C(=O)Nc1ncc2c(n1)CC(c1cccs1)CC2=O (centres undefined) | 2.6 | -6.6 | -16.3 | 2.3 | 5.4 | -3.9 | -0.7 | -3.5
O=S(=O)(Nc1ccccc1)N1CCCCC1 | -0.5 | · | 1.9 | -9.0 | 1.3 | 2.1 | -4.8 | ·
CC(C)(C)OC(=O)N1CCN(C(=O)c2[nH]cnc2C(=O)NCC(=O)OCc2ccccc2)CC1 | 1.0 | -11.0 | -9.4 | 2.0 | 0.0 | -1.9 | 0.1 | -1.4
CCCN(CC(=O)Nc1ccc(F)c(F)c1F)C(=O)Cc1ccc(S(=O)(=O)N2CCOCC2)s1 | 0.1 | -10.5 | -8.1 | -9.0 | 2.2 | 4.8 | -5.3 | -5.1
N#CC1=C(O)CCCn2c1nc1ccccc1c2=O | 1.0 | -0.9 | 9.1 | -0.2 | -7.8 | -0.5 | 0.7 | -1.8
Cc1cc2c(cc1C)CN(c1ccccc1)C2 | 2.9 | 1.3 | -47.8 | 3.3 | -0.3 | 1.1 | 0.8 | -2.1
CCOc1ccc(-n2c(SCC(=O)Nc3cc(C)on3)nc3c([nH]c4ccccc43)c2=O)cc1 | -0.2 | -4.1 | 3.1 | -19.6 | 0.0 | -7.7 | 2.9 | -3.6
O=C(NC1CCCCC1)C1CC(=O)N(CCc2ccccc2)C1 (centres undefined) | 0.9 | -0.2 | 1.0 | 7.1 | 5.0 | 1.8 | 0.8 | 1.0
CCC(C)NC(=O)CN(C1CCCCC1)S(=O)(=O)c1ccc(F)cc1 (centres undefined) | -0.4 | -4.7 | -6.6 | 6.4 | 28.0 | -6.2 | -2.2 | -2.3

An excerpt from above in order of count of non-hydrogen atoms, highest first.
SMILES | MPTP block | APOBEC3G inh | Gli-Sufu antag | EBI2 antag | CCR6 antag | CXCR6 block | GRIN3A LBD mod | A3A deaminase
CCOc1ccc(-n2c(SCC(=O)Nc3cc(C)on3)nc3c([nH]c4ccccc43)c2=O)cc1 | -0.2 | -4.1 | 3.1 | -19.6 | 0.0 | -7.7 | 2.9 | -3.6
CCOCCCNc1c2c(nc3cc(-c4ccc(F)cc4)nn13)CCC2 | 3.2 | -10.7 | 10.4 | 4.5 | -3.5 | 5.1 | 1.3 | -3.4
Cc1cc2c(cc1C)CN(c1ccccc1)C2 | 2.9 | 1.3 | -47.8 | 3.3 | -0.3 | 1.1 | 0.8 | -2.1

The list continues:
SMILES | MPTP block | APOBEC3G inh | Gli-Sufu antag | EBI2 antag | CCR6 antag | CXCR6 block | GRIN3A LBD mod | A3A deaminase
CCOC(=O)N1CCN(C(=O)C2CCCN(S(=O)(=O)c3ccc(F)cc3)C2)CC1 (centres undefined) | -0.5 | -1.4 | 7.3 | -0.5 | 3.3 | -4.0 | 0.4 | 2.6
Cc1ccc(S(=O)(=O)c2nc(-c3ccco3)oc2SCC(N)=O)cc1 | 0.6 | -6.5 | -14.5 | -3.4 | 7.7 | -9.9 | -1.4 | 1.4
COc1cc(/C=N/O)cc(Br)c1OC | 2.0 | -5.1 | -1.5 | -3.0 | 0.6 | 2.4 | -1.1 | -2.2
c1ccc(-c2nc(C3CCCCC3)no2)cc1 | 0.9 | -4.5 | -61.2 | -8.1 | -3.1 | -2.5 | 2.6 | -2.6
Cn1c(=O)c2c(ncn2CC(=O)OCC(=O)Nc2cc(Cl)ccc2Cl)n(C)c1=O | 7.9 | -3.9 | 3.9 | -3.2 | 2.9 | -6.1 | -0.5 | 2.9
CC1(C)CC2CC(C)(CN2C(=O)c2cc(-c3ccccc3O)on2)C1 (centres undefined) | 2.6 | -2.3 | -1.0 | 25.0 | -3.6 | -3.5 | -3.7 | -0.8
NC(=O)c1cc2cc([N+](=O)[O-])ccc2oc1=O | 0.6 | -4.9 | -5.8 | -13.2 | 10.1 | 4.4 | -0.9 | -7.8
O=C(CSc1nccn1Cc1ccc(F)cc1)Nc1ccc(F)cc1F | -0.6 | -3.9 | -0.3 | 3.6 | 13.2 | -0.9 | 1.0 | 1.4
O=C1CNC(=S)N1C(CO)c1ccccc1 (centres undefined) | -0.5 | -5.7 | -7.7 | 6.5 | 3.5 | -6.8 | 0.6 | 2.3
CC1CC1C(=O)OCC(=O)N(C)c1c(N)n(Cc2ccccc2)c(=O)[nH]c1=O (centres undefined) | -1.5 | -9.9 | -6.0 | -10.2 | 3.5 | -5.5 | 1.5 | -2.2
CCn1c(SCC#N)nc2ccccc2c1=O | 0.0 | 1.3 | -3.9 | 2.2 | 3.0 | 1.9 | 1.1 | 5.0
CC(=O)c1c(C)[nH]c(C(=O)COC(=O)c2ccc3c(=O)n4c(nc3c2)CCC4)c1C | 2.5 | -0.1 | -10.8 | -5.5 | -18.6 | -13.8 | -5.6 | 1.6
COc1ccc(OC)c(NC(=O)CSc2nc3ccccc3cc2Cc2ccccc2)c1 | 0.7 | -2.6 | 4.5 | 24.1 | 20.6 | 0.7 | 0.8 | 0.6
CC(C)CN(C(=O)CSc1nnc(C2CC2)n1-c1ccccc1)C1CCS(=O)(=O)C1 (centres undefined) | 0.7 | -1.9 | 0.8 | -3.8 | 2.4 | 7.5 | -1.7 | 3.6
CCOCCCNC(=O)C1CCC(CNS(=O)(=O)c2cccc3nsnc23)CC1 (centres undefined) | 0.3 | -4.3 | -1.5 | -9.5 | -2.1 | -3.8 | 3.4 | -2.5
